BRCA1 expr act = BRCA1 expression activation. Potency, µM (series often up to 46.1 µM), without a hit: at the top dose activation, actives largely listed as activators. MCF7-BRCA1-FFLuc reporter, luminescence, 48 h; response scale: scaled: vehicle 0%, 10 µM genistein 100%. 380,000 compounds, 1.1% hits; note: potency is the fitted concentration of half-maximal effect; nearly all actives have a fitted effect of over 80% in size; some results filed as inactive show a strong effect at the top dose
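Luminescence from a BRCA1-driven firefly luciferase in MCF7 cells was the read-out, taken 15 min after substrate addition following 48 h compound exposure at 37 °C. Data were normalized to a 10 microM genistein control and DMSO vehicle.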
PTAP TSG101 blk = blocks PTAP/TSG101 interaction to inhibit HIV-1 budding | AID 493005 | Potency, µM (doses to about 115 µM), without a hit: at the highest dose activity change, negative = inhibition, hits mostly inhibitors | Fluorescence polarization, FITC-PTAP peptide / Tsg101 binding | 340,000 tested, under 10 active; active = well fitted inhibition curve with a large enough effect in the main read-out, with a control signal flat, not every such curve was filed as active; inconclusive = small, poorly fitted or top-dose-only effect, or effect the other way, or a change in a side signal; inactive = no such curve, though single readings can be large or run the other way; note: potency is the fitted concentration of half-maximal effect; % of control where 0% means no effect
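Compounds were pin-transferred onto Tsg101 binding domain (10 uM final) in HEPES pH 7.5 buffer, then FITC-PTAP peptide was added at 50 nM final. After 20 min at RT, polarization reported peptide displacement across a qHTS concentration series.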
p53 reactivator = re-activators of mutant p53 | H1299 p53-A138V BP100-luciferase reporter, luminescence, 24 h | Potency, µM (doses to about 92.2 µM), for the others: at the highest dose activity change, positive = activation, actives largely listed as activators | 320,000 compounds, 0.063% hits | AID 504706; note: potency is the fitted concentration of half-maximal effect; % of control where 0% means no effect; nearly all actives have a fitted effect of over 45% in size
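p53-null H1299 cells stably carrying temperature-sensitive p53-A138V and a BP100-luciferase reporter were pinned with compounds (4-point, 1:5 series) and held 24 hrs at 37 deg C. Luminescence was read 10 min after detection reagent.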
A-T KAP1 phos = potential ataxia-telangiectasia treatments restoring KAP-1 phosphorylation; […] A-T fibroblasts, KAP-1 phosphorylation AlphaLISA; neocarzinostatin DNA damage 30 min before lysis; Potency, µM (series often up to 57.5 µM), for the others: top-dose activation, usual class: activators; 320,000 compounds, 0.19% hits; AID 485349; note: potency is the fitted concentration of half-maximal effect; % of control where 0% means no effect; nearly all actives have a fitted effect of over 45% in size
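ATM-like activity read as KAP-1 phosphorylation via AlphaLISA donor/acceptor antibody pairs after lysis and 6 hr at 25C. Cells were ATM-null patient fibroblasts ([…], hTERT), dosed 60 min, then exposed to the DSB inducer NCS for 30 min.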
ELG1 DNA repair = ELG1-dependent DNA repair inhibition. HEK293T ELG1-luciferase reporter, luminescence, 16 h; DNA damage induced by 5-fluorouridine. Potency, µM (series often up to 46.1 µM), for the others: at the top dose activity change, negative = inhibition, usual class: inhibitors. 330,000 compounds, 2.3% hits. AID 504467; note: potency is the fitted concentration of half-maximal effect; % is set by controls: 0 for no effect and ±100 for the full control effect; nearly all actives have a fitted effect of over 55% in size
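Cells (2,000 per well) received 5-fluorouridine plus test compound or DMSO and were incubated 16 hr at 37 °C, 5% CO2. Luciferase activity was read by luminescence 30 min after ONE-Glo addition; signal suppression marked inhibition of damage-induced ELG1 function.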
Integrin act MD = activates integrin-mediated alleviation for muscular dystrophy; alpha7betagal myoblasts, beta-gal FDG fluorescence, 48 h; Potency, µM (top dose mostly 38.3 µM), for inactives: at the top dose activation, actives largely listed as activators; 350,000 compounds, 0.064% hits;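 note: potency is the fitted concentration of half-maximal effect; 100% = response of the positive control SU9516; nearly all actives have a fitted effect of over 60% in size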
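Alpha7betagal+/- myoblasts (passage 13) were plated 16-24 hr, then exposed to compounds (1:260 dilution of DMSO stock) for 48 hours at 37C. After MPER lysis, β-galactosidase reporter activity was read as FDG fluorescence (ex 480/em 540) after 30 minutes.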
TRPV1 agonist = agonists of human vanilloid receptor 1 (TRPV1) | Q8NER1 | TRPV1-expressing cells, Fluo-8 calcium influx, agonist mode | activation, % at 8.33 µM | 320,000 compounds, 0.19% hits | AID 540275; in the data active = activation above about 80%; inconclusive = between about 30% and that limit; note: 0% is about no effect
Target sequence (Q8NER1 whole entry, looked up): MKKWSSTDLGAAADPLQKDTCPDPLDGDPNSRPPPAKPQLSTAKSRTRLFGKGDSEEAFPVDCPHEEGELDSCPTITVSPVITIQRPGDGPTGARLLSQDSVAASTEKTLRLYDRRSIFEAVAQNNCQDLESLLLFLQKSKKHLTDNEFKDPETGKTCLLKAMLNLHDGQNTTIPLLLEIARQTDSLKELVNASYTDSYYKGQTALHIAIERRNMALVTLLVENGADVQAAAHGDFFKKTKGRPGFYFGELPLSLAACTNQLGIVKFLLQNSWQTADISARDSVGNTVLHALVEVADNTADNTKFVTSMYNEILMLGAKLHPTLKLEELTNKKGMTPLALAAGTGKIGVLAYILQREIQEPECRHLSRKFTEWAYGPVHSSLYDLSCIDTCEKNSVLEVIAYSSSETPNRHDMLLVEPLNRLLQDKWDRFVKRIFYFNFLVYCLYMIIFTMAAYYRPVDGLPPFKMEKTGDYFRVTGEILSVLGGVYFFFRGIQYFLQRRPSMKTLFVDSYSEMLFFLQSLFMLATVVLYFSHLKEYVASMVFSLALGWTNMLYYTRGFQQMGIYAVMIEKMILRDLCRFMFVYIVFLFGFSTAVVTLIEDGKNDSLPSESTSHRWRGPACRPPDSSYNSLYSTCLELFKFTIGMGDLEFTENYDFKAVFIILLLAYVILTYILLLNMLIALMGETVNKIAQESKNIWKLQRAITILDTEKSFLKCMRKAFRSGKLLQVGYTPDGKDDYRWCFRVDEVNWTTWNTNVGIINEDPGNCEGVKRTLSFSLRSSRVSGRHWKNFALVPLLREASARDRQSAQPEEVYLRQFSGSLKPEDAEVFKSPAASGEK
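Cells expressing TRPV1 were dye-loaded with Fluo-8 and read kinetically: 10 s baseline, 3 min after compound (agonist portion), then 2 min after EC20 capsaicin (allosteric enhancer portion). Calcium-bound dye fluorescence at 480/520 nm.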
TCR activator = activates T cell receptor signaling; Potency, µM (highest dose often 9.22 µM), inactives show at the highest dose activation of IL-2 secretion, actives largely listed as activators; 330,000 tested, under 10 active; primary human leukocytes, anti-CD3, IL-2 HTRF, 48 h; AID 504894; note: % of control where 0% means no effect
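1) Mix primary human leukocytes, a-CD3 beads and compound. 2) Incubate 48 hr. 3) Add HTRF IL-2 reagents (a-IL-2-K, a-IL-2-d2).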
B2AR arrestin = agonists driving beta-arrestin recruitment to human beta2-adrenergic receptor; P07550; beta-arrestin recruitment to beta2AR, cell-based reporter; Potency, µM (series often up to 46.1 µM), for inactives: top-dose activation, most hits filed as activators; 330,000 compounds, 0.02% hits;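 note: potency is the fitted concentration of half-maximal effect; 0% = DMSO controls and full agonism = EC100 isoproterenol or metaproterenol; nearly all actives have a fitted effect of over 65% in size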
MLL CXXC-DNA inh = inhibitors of human MLL CXXC domain-DNA interaction. Q03164. MLL-CXXC / FITC-HOXA9 DNA fluorescence polarization. Potency, µM (top dose mostly 115 µM), for inactives: at the top dose activity change, negative = inhibition, actives largely listed as inhibitors. 290,000 compounds, 0.037% hits. AID 2662; active = well fitted inhibition curve with a large enough effect in the polarisation, with a control signal flat, not every such curve was filed as active; inconclusive = small, poorly fitted or top-dose-only effect, or effect the other way, or a change in a side signal; inactive = no such curve, though single readings can be large or run the other way; the % refers to the polarisation; note: potency is the fitted concentration of half-maximal effect
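Steps: dispense CXXC domain solution (7 uM) → pin compounds or unlabeled HOX-A9 DNA control → 5 min ambient → add FLSN-HOX-A9 solution (50 nM) → spin → 30 min ambient → fluorescence polarization. Tris pH 7.5/NaCl/DTT/BSA buffer.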
* marks the source's active call; other numbers are inactive results; u = inconclusive; x = no result given; [ ] = dose if it differs, or a comment. Unless noted, calls come from the whole dose curve; as a rule, active = well fitted curve in the direction sought with a large enough effect; inconclusive = small, poorly fitted or top-dose-only effect, or another doubt; inactive = no such curve, though single readings can be large; an effect the other way counts as inactive or inconclusive.

SMILES	BRCA1 expr act	PTAP TSG101 blk	p53 reactivator	A-T KAP1 phos	ELG1 DNA repair	Integrin act MD	TRPV1 agonist	TCR activator	B2AR arrestin	MLL CXXC-DNA inh
CCC(C)c1ccccc1OCCn1ccnc1 (stereo not given)	-17%	2%	15%	-1%	-12%	10%	-5	-4%[46.1 µM]	-0.5%	4%
CCOC(=O)c1csc(NC(=O)c2ccc(S(=O)(=O)N(C)C)cc2)n1	-36%	-3%	-1%	8%	7.3µM*	21%	2	-3%	0.3%	-3%
Cc1ccc(NC(=O)C2CCC(=O)N2C(=O)OCc2ccccc2)cc1 (stereo not given)	-18%	-2%	-2%	-5%	u	2%	1	-4%	-0.1%	4%
COc1ccccc1N1CCN(C(=O)c2cc(N3C(=O)C4C5CCC(C5)C4C3=O)ccc2Cl)CC1 (stereo not given)	-14%	-1%	0%	2%	u	-11%	3	-4%[46.1 µM]	0.3%	4%
COc1ccc(C(=O)NCCS(=O)(=O)NCc2ccccc2OC)cc1	-5%	-7%	-3%	4%	0%	6%	2	2%	0.2%	x
CC(C)(C)c1csc(NC(=O)Cc2cccs2)n1	47%	-1%	3%	6%	-13%	10%	u	x	-0.9%	17%
O=C(NCCCCc1ccccc1)c1cccc(NC(=O)C2CCCCC2)c1	-10%	-5%	x	x	x	-10%	x	-8%	x	x
COc1ccc(NC(=O)CN(C)C(=O)c2sc3ccccc3c2Cl)cc1	-23%	-1%	-8%	-3%	1%	-27%	-1	6%	0.4%	x
CC(=O)NCc1ccc(-c2csc(-c3cccs3)n2)cc1	u	-1%	26%	5%	u	-21%	u	10%	0.2%	6%
COc1cc(-c2cc(-c3nnco3)c3ccccc3n2)cc(OC)c1OC	-35%	-11%	-1%	1%	u	4%	5	7%	0.1%	3%
CCOc1ccc(S(=O)(=O)N2CCNC(=O)C2)cc1	18%	-5%	0%	5%	19%	u	-1	0%	-1.5%	x
NC(=O)COc1ccc2oc(=O)cc(-c3cc4ccccc4o3)c2c1	16%	-2%	-9%	-3%	u	3%	u	-5%	-0.2%	45%[activator]
CCNc1nc(Oc2ccc(Cl)cc2Cl)cc(C(F)(F)F)n1	-2%[1.84 µM]	-2%	4%	32µM*	8%	15%	3	2%	-0.3%	-6%
CC(C)CCN1CCN(Cc2cccn2-c2nccs2)CC1CCO (stereo not given)	3%	-1%	1%	-3%[11.5 µM]	-12%	10%	-1	-2%	0.2%	-5%
O=C(Cc1ccccc1)NC1c2ccccc2-c2ccccc21	-9%	0%	6%	5%	4%	10%	6	0%[46.1 µM]	0.0%	4%
CCOc1ccc(CCNC(=O)Cn2c(-c3nonc3N)nc3ccccc32)cc1OCC	-37%	2%	-3%	6%	u	-27%	4	-2%	-0.2%	23%
COc1ccc(S(=O)(=O)Oc2ccccc2C(=S)N2CCOCC2)cc1	x	x	-11%	2%	2%	x	1	x	0.0%	-2%
COc1cc(=O)oc(-c2ccccc2)c1C(C)=O	0%	-3%	x	x	x	18%	x	-4%	x	x
CCC(OC(=O)c1cccs1)C(=O)NCc1ccc(C)cc1 (stereo not given)	7%	1%	-2%	8%	13%	-7%	15	x	-0.3%	3%
CC1=C(C(=O)OCCOc2ccccc2)C(c2ccc(C)o2)C2=C(CC(C)(C)CC2=O)N1 (stereo not given)	-39%	-3%	-6%	5%	-28%	-40%[inhibitor]	u	15%	0.2%	-3%
CNC(=S)NCc1ccc2[nH]c3c(c2c1)CCCC3	-8%	-4%	-6%	-2%	6%	34%	17	10%	0.5%	u
CC1CCN(S(=O)(=O)Cc2ccccc2Cl)CC1	1%	-6%	28%	1%	9%	6%	3	4%	-0.3%	-2%
CC1Cc2cc(-c3csc(NC(=O)Cc4ccccc4)n3)ccc2N1S(C)(=O)=O (stereo not given)	-81%	-6%	8%	9%	7.3µM*	-18%	0	-8%	0.0%	0%
O=C(Cn1cnc2c(nnn2Cc2ccccc2)c1=O)c1ccccc1	17%	-4%	-1%	0%	-10%	10%	17	-1%[46.1 µM]	-0.1%	5%
O=S(=O)(c1ccccc1)N1CCC(n2nnc3cc(F)ccc32)CC1	-9%	-5%	-8%	-3%	u	8%	17	1%	0.0%	9%

Looked up one by one from the list above (6):
SMILES	BRCA1 expr act	PTAP TSG101 blk	p53 reactivator	A-T KAP1 phos	ELG1 DNA repair	Integrin act MD	TRPV1 agonist	TCR activator	B2AR arrestin	MLL CXXC-DNA inh
CCOc1ccc(CCNC(=O)Cn2c(-c3nonc3N)nc3ccccc32)cc1OCC	-37%	2%	-3%	6%	u	-27%	4	-2%	-0.2%	23%
CC(=O)NCc1ccc(-c2csc(-c3cccs3)n2)cc1	u	-1%	26%	5%	u	-21%	u	10%	0.2%	6%
COc1cc(=O)oc(-c2ccccc2)c1C(C)=O	0%	-3%	x	x	x	18%	x	-4%	x	x
CC1Cc2cc(-c3csc(NC(=O)Cc4ccccc4)n3)ccc2N1S(C)(=O)=O (stereo not given)	-81%	-6%	8%	9%	7.3µM*	-18%	0	-8%	0.0%	0%
O=C(NCCCCc1ccccc1)c1cccc(NC(=O)C2CCCCC2)c1	-10%	-5%	x	x	x	-10%	x	-8%	x	x
O=C(Cc1ccccc1)NC1c2ccccc2-c2ccccc21	-9%	0%	6%	5%	4%	10%	6	0%[46.1 µM]	0.0%	4%

Additional results:
SMILES	BRCA1 expr act	PTAP TSG101 blk	p53 reactivator	A-T KAP1 phos	ELG1 DNA repair	Integrin act MD	TRPV1 agonist	TCR activator	B2AR arrestin	MLL CXXC-DNA inh
O=C(c1ccco1)N1CCN(C(=O)C(Cc2ccccc2)NS(=O)(=O)c2cccs2)CC1 (stereo not given)	2%	-9%	-10%	-8%	-19%	-25%	2	-2%	-0.1%	-11%
O=C1C(NS(=O)(=O)c2cccs2)=C(N2CCN(c3cccc(C(F)(F)F)c3)CC2)C(=O)c2ccccc21	-33%	-5%	1%	-5%	u	1%	-5	-3%	-0.2%	0%
COc1ccc(C(CC(=O)N2CCN(c3ccccc3)CC2)c2c(O)cc(OC)cc2OC)cc1 (stereo not given)	0%	-1%	6%	-3%	-1%	-30%	u	-11%	0.6%	-4%
Cc1cnc(NCCc2ccccc2)s1	u	-6%	22%	2%	u	-5%	26	x	-1.1%	1%
CC(C)CN(C(=O)COC(=O)c1cc2ccccc2cc1O)c1c(N)n(Cc2ccccc2)c(=O)[nH]c1=O	-39%	0%	x	x	x	-17%	x	-1%	x	x
Cc1ccc(S(=O)(=O)c2nnn3c2nc(N2CCOCC2)c2ccccc23)cc1C	4%	-9%	5%	0%	-9%	-7%	14	-1%	-0.7%	-18%
O=C(Nc1ccn([C@H]2CC[C@@H](CO)O2)c(=O)n1)c1ccccc1	6%	-1%	1%	-1%	u	0%	1	-1%	-0.2%	-1%
CC(C)(O)[C@@H]1Cc2c(ccc3ccc(=O)oc23)O1	0%	0%	5%	6%	1%	-3%	-5	-7%	0.4%	1%
COc1ccccc1/C=C\C=N\n1c(-c2ccc(Cl)cc2)n[nH]c1=S	-69%	-2%	14%	-3%	13%	-13%	13	-3%[46.1 µM]	-0.1%	23%
Cc1c(CN2CCC(CO)(CC3CCCCO3)CC2)cnn1C (stereo not given)	-20%	-3%	0%	-6%	7%	-13%	-3	3%	0.0%	-3%
Cc1ccc(S(=O)(=O)N2CCC[C@H]2C(=O)Nc2ccccc2Cl)cc1	-24%	-7%	-2%	15%	0%	2%	x	-4%	-0.1%	x
CCOC(=O)c1c(C)[nH]c(C(=O)COC(=O)CCSc2ccccc2)c1C	65%	-4%	u	-3%	u	16%	-1	2%[46.1 µM]	-0.5%	11%
CCOC(CNC(=O)C(=O)Nc1cc2c3c(c1)CCN3C(=O)CC2)OCC	-3%	-1%	-3%	1%	u	20%	-4	-15%	-0.1%	3%
Cc1ccccc1NC(=O)CN1CCC(NC(=O)Nc2ccccc2)CC1	7%	-10%	-6%	1%	-16%	-32%[inhibitor]	u	1%	-0.3%	3%
CC(C)N1C(=O)CCC1C(=O)NC1CCCC1 (stereo not given)	9%	2%	3%	9%	15%	7%	0	2%	-0.5%	-1%
Cc1ccc(C(C(=O)NC2CCCC2)N(C(=O)Cc2cccs2)c2ccc3c(c2)OCCO3)cc1 (stereo not given)	-46%	5%	-3%	-7%	-6%	3%	u	0%	0.0%	-1%
